Screening results as filed in PubChem BioAssay.
Pol kappa inh = blocks human DNA polymerase kappa activity. purified Pol kappa, fluorescent DNA synthesis assay, 10 min. 400,000 compounds, 0.53% hits. Potency, µM (highest dose often 107 µM), for the others: at the top dose activity, negative = inhibition, usual class: inhibitors. Q9UBT6; note: potency is the fitted concentration of half-maximal effect; % is set by controls: 0 for no effect and ±100 for the full control effect
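Activity was followed as the change in fluorescence between reads at 0 and 10 min after starting the reaction with 50 nM substrate. Beforehand, 10 nM polymerase had been preincubated with compound for 15 min at room temperature.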
BLM inh = blocks DNA unwinding by human BLM helicase; AID 2528; recombinant BLM DNA unwinding, fluorescence dequenching; 350,000 compounds, 0.2% hits; Potency, µM (doses to about 56.1 µM), without a hit: at the top dose activity change, negative = inhibition, hits mostly inhibitors; P54132;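 note: potency is the fitted concentration of half-maximal effect; plate controls were vehicle for no effect and no enzyme for full effect; nearly all actives have a fitted effect of over 35% in size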
APEX1 inh = APE1 (human) endonuclease inhibition; AID 2517; Potency, µM (titrated, usually from 65.8 µM), for the others: at the top dose activity change, negative = inhibition, hits mostly inhibitors; recombinant APE1, TAMRA/BHQ-2 abasic DNA cleavage fluorescence; P27695; 350,000 compounds, 0.35% hits;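 note: potency is the fitted concentration of half-maximal effect; plate controls were vehicle for no effect and reference inhibitor for full effect; nearly all actives have a fitted effect of over 55% in size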
Target sequence (P27695 whole entry, looked up): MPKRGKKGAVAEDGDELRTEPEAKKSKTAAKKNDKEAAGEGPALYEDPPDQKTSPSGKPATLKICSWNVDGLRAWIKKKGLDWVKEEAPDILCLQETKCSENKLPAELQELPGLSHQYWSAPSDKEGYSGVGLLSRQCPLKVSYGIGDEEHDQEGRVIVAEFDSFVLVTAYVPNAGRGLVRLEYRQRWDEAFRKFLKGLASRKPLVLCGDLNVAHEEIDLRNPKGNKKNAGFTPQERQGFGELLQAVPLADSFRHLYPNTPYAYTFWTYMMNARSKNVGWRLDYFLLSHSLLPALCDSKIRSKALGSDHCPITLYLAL
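0.75 nM APE1 + cpd, 15 min RT; start w/ 50 nM TAMRA/BHQ-2 THF-abasic dsDNA; kinetic fluor 525/598 nm ×3 reads @60 s; Δ(read3−read1); normalized to DMSO and NSC13755 control wells.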
PGK inhibitor = blocks T. brucei phosphoglycerate kinase; P07378; PGK/GAPDH coupled, Kinase-Glo luminescence, 60 min; Potency, µM (titrated, usually from 57.5 µM), inactives show at the highest dose activity change, negative = inhibition, actives largely listed as inhibitors; 380,000 compounds, 0.043% hits; note: potency is the fitted concentration of half-maximal effect; % is set by controls: 0 for no effect and ±100 for the full control effect; nearly all actives have a fitted effect of over 60% in size
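Luminescent ATP detection (Kinase-Glo Plus) follows a 60-minute room-temperature incubation, with wells lacking PGK as controls. Buffer: 100 mM TEA (pH 7.6), 5 mM MgCl2, 0.01% Tween-20. Coupling enzyme GAPDH (100 nM final) supplies unstable 1,3-BPG in-well.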
POLB inh = DNA polymerase beta (human) inhibition. P06746. Pol beta primer extension/strand displacement, fluorescence kinetic. Potency, µM (top dose mostly 114 µM), for inactives: top-dose activity change, negative = inhibition, hits mostly inhibitors. 340,000 compounds, 1.3% hits; note: potency is the fitted concentration of half-maximal effect; % is set by controls: 0 for no effect and ±100 for the full control effect
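Homogeneous kinetic assay of primer extension and strand displacement by 10 nM Pol beta, preincubated 15 min at room temperature with compound before 50 nM substrate (final) was added. Read at 0 and 10 min; four-parameter Hill fit.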
POLI inh = blocks human DNA polymerase iota activity. 390,000 compounds, 1% hits. Pol iota fluorescent replication assay, 10 min. Potency, µM (top dose mostly 115 µM), for the others: at the top dose activity, negative = inhibition, usual class: inhibitors. Q9UNA4; note: potency is the fitted concentration of half-maximal effect
Target sequence (Q9UNA4 whole entry, looked up): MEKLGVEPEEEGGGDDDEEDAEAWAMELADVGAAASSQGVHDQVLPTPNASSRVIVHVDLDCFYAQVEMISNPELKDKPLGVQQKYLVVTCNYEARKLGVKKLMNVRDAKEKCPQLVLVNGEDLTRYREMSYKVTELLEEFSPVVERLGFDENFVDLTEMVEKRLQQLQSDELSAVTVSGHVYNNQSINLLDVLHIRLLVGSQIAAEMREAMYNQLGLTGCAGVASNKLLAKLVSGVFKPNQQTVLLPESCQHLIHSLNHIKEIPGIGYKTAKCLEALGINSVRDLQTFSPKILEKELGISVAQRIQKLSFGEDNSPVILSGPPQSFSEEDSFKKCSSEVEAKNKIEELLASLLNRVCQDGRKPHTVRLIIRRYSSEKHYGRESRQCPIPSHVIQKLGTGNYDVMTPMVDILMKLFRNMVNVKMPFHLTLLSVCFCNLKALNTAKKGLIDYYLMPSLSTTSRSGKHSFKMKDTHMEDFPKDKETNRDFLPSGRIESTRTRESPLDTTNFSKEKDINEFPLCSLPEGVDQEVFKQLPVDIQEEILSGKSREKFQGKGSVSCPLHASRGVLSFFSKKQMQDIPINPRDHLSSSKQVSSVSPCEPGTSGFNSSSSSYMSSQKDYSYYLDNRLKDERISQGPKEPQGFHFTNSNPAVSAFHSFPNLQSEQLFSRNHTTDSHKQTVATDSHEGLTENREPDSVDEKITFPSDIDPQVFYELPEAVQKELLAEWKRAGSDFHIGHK
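Pol iota at 10 nM preincubated 15 min with compounds at room temperature; reaction started with fluorescent substrate, 50 nM final. Fluorescence read kinetically at 0 and 10 min; buffer-only wells as negative control.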
Pol eta inh = blocks human DNA polymerase eta activity. 390,000 compounds, 1.2% hits. Potency, µM (highest dose often 114 µM), for the others: at the top dose activity change, negative = inhibition, hits mostly inhibitors. Q9Y253. recombinant Pol eta, fluorescent DNA replication assay; note: potency is the fitted concentration of half-maximal effect; % is set by controls: 0 for no effect and ±100 for the full control effect
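Pol eta at 10 nM preincubated with compounds 15 min at room temperature; reaction started with fluorescent substrate (50 nM final) and read kinetically at 0 and 10 min.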
Apoferritin bind = binds horse apoferritin like a general anesthetic | P02791 | apoferritin/1-aminoanthracene competitive binding, fluorescence | Potency, µM (series often up to 77.5 µM), for inactives: at the highest dose activity change, negative = displacement, usual class: inhibitors | 350,000 compounds, 0.074% hits | AID 485281; note: potency is the fitted concentration of half-maximal effect; % is set by controls: 0 for no effect and ±100 for the full control effect; nearly all actives have a fitted effect of over 20% in size
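Concentration-response curves derived by four-parameter Hill fitting of normalized fluorescence, where compounds displaced 1-AMA from 10 uM horse apoferritin following a brief 10 min room-temperature incubation; propofol titration acted as positive control.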
RXFP1 antag = blocks the human relaxin receptor RXFP1; activity change, negative = inhibition, % at 57.5 µM; AID 1259400; HEK293-RXFP1, relaxin-stimulated cAMP HTRF, 30 min; hits give low values; 350,000 compounds, 0.59% hits;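 active = activity change of -60% or lower, but not beyond a set lower limit; inconclusive = change between -60% and -40%, or beyond the set limit; inactive = change above -40%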; note: % is set by controls: 0 for no effect and ±100 for the full control effect
* hit, by the source's call; i = inactive; ? = inconclusive; . = not tested or not shown; & = joins results of further samples; [ ] = another dose, or the depositor's remark. Unless noted, calls come from the whole dose curve; as a rule, active = well fitted curve in the direction sought with a large enough effect; inconclusive = small, poorly fitted or top-dose-only effect, or another doubt; inactive = no such curve, though single readings can be large; an effect the other way counts as inactive or inconclusive. Some of the compounds tested. The share of hits here may be higher or lower than overall.

Screens in order: APEX1 inh	RXFP1 antag	POLI inh	Apoferritin bind	Pol eta inh	PGK inhibitor	BLM inh	Pol kappa inh	POLB inh
> CN(C)S(=O)(=O)Nc1ccccn1
→ 7%	11	-22%	-12%	-8%	-2%	-4%	-8%	18%
> COc1ccc(C(=O)Nn2cnc3ccccc3c2=O)c(OC)c1
→ -5%	.	31%[activator]	-4%	-14%	-7%	-3%	0%	41%
> CCn1c2ccccc2c2nnc(SCC(=O)OCN3C(=O)c4ccccc4C3=O)nc21
→ -2%	-2	30%	-9%	-9%	5%	-2%	-1%	19%
> CN(C)S(=O)(=O)c1ccc(C(=O)NC2CC(=O)N(c3ccc4c(c3)OCCO4)C2)cc1 (stereo not given)
→ .	.	14%	-6%	-11%	-3%	0%	-2%[60.1 µM]	11%
> Cc1cc(=O)oc2cc(OC(C)C(=O)NC3(C#N)CCCCC3)ccc12 (stereo not given)
→ -2%	10	39%[activator]	.	-22%	i	.	-3%	.
> COc1ccc(C2C(C(=O)c3ccco3)=C(O)C(=O)N2c2nnc(C)s2)cc1 (stereo not given)
→ -7%	4	36%[activator]	-15%	-10%	3%	-12%	-15%	?
> Cc1nc(NC(=O)C2CC2)sc1C(=O)Nc1ccc(Br)cc1
→ 14%	-10	-8%	-10%	-3%	5%	-2%	-17%	-2%
> COc1ccc(/C=N/Nc2cc(=O)n(C)c(=O)n2C)cc1OC
→ 3%	1	12%	-3%	-13%	5%	-17%	-11%	-7%
> O=C(NCC1CCN(C(=O)c2ccc([N+](=O)[O-])cc2)CC1)C(=O)Nc1ccccc1
→ 7%	-3	73%[activator]	-4%	-3%	i	-1%	0%	-2%
> COCCNC(=S)N/N=C(\C)c1ccc(OC)cc1
→ -11%	2	13%	-3%	-11%	-3%	-1%	-9%	25%
> NC(=O)CSC1=Nc2ccccc2C2=NC(CCC(=O)NCc3ccc(F)cc3)C(=O)N12 (stereo not given)
→ 2%	5	13%	-1%	7%	6%	2%	-8%	-12%
> CCCCN(C(=O)CSCC(=O)Nc1cccc(C)c1)c1c(N)n(CCCC)c(=O)[nH]c1=O
→ -6%	-4	21%	.	-4%	i	.	0%	.
> CCC(C)(C)n1nnnc1C(c1cccc(C#N)c1)N1CCN(c2cc(C)ccc2C)CC1 (stereo not given)
→ 8%	-3	9%	-6%	-2%	-10%	0%	-6%	5%
> C=CC[n+]1c(-c2ccc(C)cc2)csc1NNC(=O)Nc1ccccc1
→ -2%	-14	23%	?	-13%	-4%[11.5 µM]	-5%	-10%	3%
> O=C(C1=COCCO1)N1CCN(S(=O)(=O)c2cccc(F)c2)CC1
→ 8%	0	22%	.	4%	9%	.	-10%	.
> O=C(NCCCN1CCN(c2ccccc2F)CC1)C1CCN(S(=O)(=O)c2cccs2)CC1
→ -2%	10	24%	-12%	3%	-11%	1%	-2%	-1%
> N#Cc1c(C(F)(F)F)cc(-c2ccccc2)nc1SCCN1CCOCC1
→ 3%	-20	30%	-10%	-11%	1%	-4%	-6%[60.1 µM]	-1%
> CSCCC(NC(=O)C12CC3CC(CC(C3)C1)C2)C(=O)OCC(=O)c1ccc(Cl)cc1 (stereo not given)
→ -2%	5	12%	-12%	4%	-4%	1%	-16%	15%
> O=C(NCC1CCCO1)C(=O)N/N=C/c1ccc(OCc2ccccc2Cl)cc1 (stereo not given)
→ .	.	102%[activator]	.	-11%	-6%	.	-1%	.
> Cc1ccc(Sc2c(C(=O)NCc3cccc(F)c3)[nH]c3ccccc23)cc1
→ .	-10	12%	-15%	-23%	-6%	-3%	11%	?
> CC(C)OC(=O)CC1C(=O)NCCN1C(=S)NC(=O)c1ccccc1 (stereo not given)
→ 4%	17	28%	1%	-15%	-3%	-2%	17%	3%
> O=C1CCCCN1CCC(=O)N1CCCC(Nc2ccc(F)c(F)c2)C1 (stereo not given)
→ -12%	3	0%	0%	-17%	-2%	0%	2%	64%[activator]
> CC(=O)Nc1ccc(S(=O)(=O)NNC(=S)NCC2CCCO2)cc1 (stereo not given)
→ 42%	-3	-10%	2%	-11%	-4%	-2%	23%	8%
> CN(C)c1ccc(C2OC(=O)C(C)(C)C(=O)C2(C)C)cc1 (stereo not given)
→ -2%	6	7%	?	-7%	-4%	1%	-9%	-9%
> O=C1CSC(c2ccc([N+](=O)[O-])cc2)N1c1ccccc1 (stereo not given)
→ 6%	-1	41%[activator]	4%	-22%	0%	-2%	-15%	-1%
> O=C(CN1c2cccc3cccc(c23)S1(=O)=O)N1CCN(c2ccccc2)CC1
→ 12%	-3	-1%	.	-5%	-1%	.	-21%	.
> Cc1ccc2nc(NC(=O)CN(C)S(=O)(=O)c3ccc(Br)s3)sc2c1
→ -4%	-6	2%	?	?	4%	-11%	-15%	-1%
> COc1cccc(C(=O)NCCS(=O)(=O)NC2CCCC2)c1
→ -6%	-10	29%	.	-12%	-2%	.	1%	.
> Cc1ccc(NC(=O)c2sc(Cl)nc2-c2ccccc2)cc1C
→ -3%	10	12%	-22%	-15%	-8%	-4%	-16%	2%
> CC(C)c1cc(Br)ccc1OCCN1C(=O)NC(C)(C)C1=O
→ 4%	3	12%	-11%	-20%	-4%	-11%	6%	9%
> CC(=O)NC(CC(=O)Nc1ccc2c(c1)OCCO2)c1ccccc1 (stereo not given)
→ 15%	-13	77%[activator]	-6%	-17%	2%	-2%	6%	33%
> COc1ccccc1NC(=O)c1nn(C)c(C(=O)Nc2ccccc2OC)c1[N+](=O)[O-]
→ 16%	-8	142%[activator]	-21%	-5%	-7%	-8%	-5%	1%
> O=C(NCCCc1ccccc1)c1ccc(-n2cncn2)c([N+](=O)[O-])c1
→ 32%	-8	11%	.	-19%	-10%	.	2%	.
> CCSc1ccccc1C(=O)NCc1ccc2c(c1)OCO2
→ 0%	1	6%	-13%	-6%	-3%	-3%	-19%	7%
> Cc1ccc(NC(=O)CN2C(=O)NC(Cc3ccccc3)C2=O)c(Br)c1 (stereo not given)
→ ?	.	40%[activator]	-6%	-9%	1%	-1%	-1%	50%
> CCN(C(=O)COC(=O)c1c(C)nn(-c2ccccc2)c1Cl)c1c(N)n(Cc2ccccc2)c(=O)[nH]c1=O
→ -7%	-6	57%[activator]	.	-14%	10%	.	-3%	.
> O=C(NNC(=O)c1cc2cc(Br)ccc2oc1=O)c1ccc(O)cc1
→ 2%	-7	10%	-5%	9%	-11%	3%	-7%[60.1 µM]	-25%
> O=C(COC(=O)/C=C/c1cccc(Br)c1)NC1CCCCC1
→ 58%	9	-8%	.	-2%	-1%	.	-10%	.
> Cc1nn(-c2ccccc2)c2sc(C(=O)NCCN3CCOCC3)cc12
→ 21%	4	10%	-11%	9%	-1%	-10%	-11%	-10%
> COc1ccc(NC(=O)COC(=O)c2ccco2)c([N+](=O)[O-])c1
→ 20%	-3	-9%	0%	-14%	-7%	-4%	12%[60.1 µM]	-4%
> COc1ccc2nc(SCC(=O)NC(C)(C)C)[nH]c2c1
→ -6%	-3	17%	-12%	-1%	4%	3%	-6%[60.1 µM]	28%
> Cc1cc(NC(=O)COC(=O)c2c(C)noc2C)ccc1Br
→ 4%	-3	-15%	-14%	-9%	-5%	-2%	-4%	4%
> C=CCN1C(=Nc2cccnc2)SCC1(O)c1ccc(C)cc1 (stereo not given)
→ -1%	.	.	-23%	.	.	-7%	.	-2%
> O=C(N/N=C/c1c[nH]c2ccccc12)c1ccc(Br)cc1
→ -7%	8	-1%	-10%	-16%	i	-10%	-21%	-29%
> CSc1ncccc1C(=O)OCC(=O)c1cc2ccccc2o1
→ -8%	-18	-6%	?	-11%	-4%	-7%	13%	-5%
> CNC(=O)CN(c1ccc(C(C)C)cc1)S(C)(=O)=O
→ -1%	4	20%	-2%	2%	-4%	-2%	6%	0%
> CCn1c(=O)c(C)nn2c3ccccc3nc12
→ 4%	1	5%	-6%	-3%	8%	1%	-6%	?
> Cc1ccc2nc(-c3ccccc3N)[nH]c2c1
→ 9%	-5	97%[activator]	9%	-15%	-15%	-9%	-8%	0%
> CCC(=O)NC(C)c1cc(Cl)c2ccccc2c1O (stereo not given)
→ -10%&-14%	.	29%	.	-7%	1%	.	6%	.
> N[C@H](C(=O)O)c1cc(O)cc(O)c1
→ ?	.	2%[58.9 µM]	15%	-5%[57.1 µM]	.	-1%&-16%	-17%[60.1 µM]	14%[57.1 µM]
> O=C(Nc1ccc(N2CCCC2)c(Cl)c1)c1ccco1
→ 31%[activator]	-15	-2%	?	-6%	-10%	-4%	-8%[60.1 µM]	0%
> O=C(CN1CCC(NC(=O)c2ccccc2F)CC1)Nc1ccc2c(c1)OCCO2
→ 1%	2	9%	-5%	-24%	.	3%	-9%	5%
> Cc1ccc(C2C(C#N)=C3N=C(N)c4ccccc4N3C3=C2C(=O)CCC3)cc1 (stereo not given)
→ -6%	7	10%	-18%	-21%	7%	-13%	-1%	17%
> O=C(CCCn1cnc([N+](=O)[O-])n1)Nc1cccc(O)c1
→ -11%	10	?	-3%	3%	-10%	-7%	-9%	1%
> Cc1c2cnn(CC(=O)N3CCN(c4ccccc4)CC3)c(=O)c2c(C)n1Cc1ccc(F)cc1
→ .	-12	12%	-7%	-14%	-3%	-3%	-7%	-20%
> CCCS(=O)(=O)N1CCN(CC2CC3C=CC2C3)CC1 (stereo not given)
→ 16%	-3	10%	-6%	-10%	i	0%	-2%	25%
> CC1CCCN(C(=O)Cn2c(=O)oc3cc(S(=O)(=O)N4CCCCC4)ccc32)C1 (stereo not given)
→ 3%	.	-1%&18%	4%&-2%	-2%&-13%	-3%	-2%&-1%	-4%&3%	19%&1%
